RPL19A TOR yeast = yeast TOR pathway RPL19A-GFP modulation | S. cerevisiae RPL19A-GFP strain, flow cytometry, 3 h; stronger effect = lower value | percent response vs DMSO, % at 10 µM | 330,000 tested, 0.3% active;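 active = percent response vs DMSO below 50%; inconclusive = fewer than 70 events counted for the yeast strain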;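 note: median channel GFP fluorescence of the barcoded RPL19A-GFP strain; ratio of sample median GFP to plate DMSO average so 100% = DMSO; lower means less RPL19A-GFP as with rapamycin TOR inhibition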
AGP1 TOR yeast = modulators of TOR pathway AGP1-GFP in S. cerevisiae; S. cerevisiae AGP1-GFP multiplex flow cytometry, 3 h; GFP as percent of DMSO wells; GFP response vs DMSO, % at 10 µM; 320,000 tested, 0.02% active; AID 2066;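 active = GFP response relative to DMSO above a set limit, near screen average plus 3 SD, cut at about 150% in these data; inconclusive = fewer than 70 cells counted for the yeast strain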;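 note: median GFP channel fluorescence of the gated AGP1 strain per well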
LAP4-GFP MLPCN = alters LAP4-GFP fluorescence in TOR pathway yeast screen. S. cerevisiae LAP4-GFP multiplex, flow cytometry GFP, 3 h; median GFP as percent of DMSO wells. GFP response vs DMSO, % at 10 µM. 320,000 tested, 0.34% active. AID 2023;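 active = GFP response vs DMSO above a set limit, about the screen mean plus 3 SD, cut at about 150% in these data; inconclusive = under 70 cell events counted for the yeast strain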
CR mimetic SO = caloric restriction mimetics inhibiting age-related superoxide in yeast; S. cerevisiae aged cells, superoxide DHE fluorescence; stronger effect = lower value; superoxide response (% of plate mean), % at 10 µM; 330,000 tested, 0.18% active; AID 2690;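 active = superoxide response under a set limit, about three screen SD below normal, cut at about 65% in these data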;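 note: yeast aged for seven days with compound at 30 °C before DHE staining; 100% = average MFI of all compound-treated wells on the plate with controls excluded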
CIT2 TOR yeast = yeast TOR pathway CIT2-GFP modulation | S. cerevisiae CIT2-GFP strain, flow cytometry, 3 h; 100 means same as DMSO wells | GFP response vs DMSO, % at 10 µM | 320,000 tested, 0.065% active | AID 2029;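 active = GFP response relative to DMSO above a set limit, near the screen mean plus 3 SD, cut at about 150% in these data; inconclusive = Fewer than 70 cells measured for a yeast strain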;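 note: ratio of well median GFP fluorescence to mean of DMSO wells on the plate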
VLA-4 inh = inhibition in a human VLA-4 binding assay; 330,000 tested, 0.2% active; inhibition, % (about 7 µM as worked out from the volumes in the protocol); P13612; VLA-4 expressing cells, ligand binding flow cytometry; in the data active = inhibition above about 50%
MEP2 TOR yeast = modulators of TOR pathway MEP2-GFP in S. cerevisiae; S. cerevisiae MEP2-GFP strain, flow cytometry GFP, 3 h; 100% = DMSO control level; GFP response vs DMSO, % at 10 µM; 330,000 tested, 0.51% active;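 active = GFP response versus DMSO above a set limit, roughly screen mean plus 3 SD, cut at about 180% in these data; inconclusive = fewer than 70 cells counted for a yeast strain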;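 note: median GFP fluorescence of the barcode-gated MEP2-GFP cells per well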
GRK2 inh = blocks RNA aptamer binding to human GRK2. bead flow cytometry, FAM-aptamer displacement from GRK2. inhibition of aptamer binding, % at 10 µM. 330,000 tested, 0.59% active. AID 488847;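 active = inhibition of aptamer binding above 40%, roughly 3 SD of noise, on plates passing a quality check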;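 note: median bead fluorescence of bound FAM aptamer so fluorescent compounds give negative values; no value below 0 was filed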
Target sequence (P25098 whole entry, looked up): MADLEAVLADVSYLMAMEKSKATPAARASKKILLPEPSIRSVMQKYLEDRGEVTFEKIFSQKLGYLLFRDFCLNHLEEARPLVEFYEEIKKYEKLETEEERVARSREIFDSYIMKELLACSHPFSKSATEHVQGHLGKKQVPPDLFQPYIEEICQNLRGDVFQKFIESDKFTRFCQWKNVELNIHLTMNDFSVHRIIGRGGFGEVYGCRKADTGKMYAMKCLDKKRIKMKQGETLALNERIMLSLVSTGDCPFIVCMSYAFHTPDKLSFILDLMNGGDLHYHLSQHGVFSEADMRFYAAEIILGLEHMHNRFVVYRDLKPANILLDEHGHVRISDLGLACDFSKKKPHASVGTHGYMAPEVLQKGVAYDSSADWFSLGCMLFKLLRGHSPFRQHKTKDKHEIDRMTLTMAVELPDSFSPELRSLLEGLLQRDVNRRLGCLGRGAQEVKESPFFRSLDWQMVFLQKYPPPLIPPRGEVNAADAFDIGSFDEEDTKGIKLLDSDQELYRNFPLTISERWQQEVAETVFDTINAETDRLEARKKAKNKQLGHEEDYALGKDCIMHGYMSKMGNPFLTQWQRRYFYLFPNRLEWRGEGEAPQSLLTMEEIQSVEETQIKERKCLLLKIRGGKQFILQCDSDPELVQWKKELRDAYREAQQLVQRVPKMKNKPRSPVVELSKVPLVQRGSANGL
Active calls of the source: *; u = inconclusive; x = no result given; [ ] = dose if it differs, or a comment.

SMILES	RPL19A TOR yeast	AGP1 TOR yeast	LAP4-GFP MLPCN	CR mimetic SO	CIT2 TOR yeast	VLA-4 inh	MEP2 TOR yeast	GRK2 inh
O=C(CCn1nc(-c2ccc(Cl)cc2)ccc1=O)NCCCN1CCCCCC1	93	95	97	93	98	12	97	0
COc1cc2c(cc1OC)C(C)N(C(=O)c1cc3c(s1)-c1c(C)cccc1OC3)CC2 (stereo unspecified)	98	103	100	78	98	5	95	0
CCCC(=O)Nc1ccc(N2CCCCC2)cc1	99	105	97	95	99	7	100	0
CCCCNCCCOc1cccc(Cl)c1Cl	94	96	95	94	91	27	98	0
O=C1CSC(=S)N1	96	94	107	92	107	2	89	3
Cc1ccc(C)c(N2CCN(S(=O)(=O)c3c(C)[nH]c(C)c3C(=O)N3CCCCC3)CC2)c1	97	100	93	81	109	1	93	5
Cc1cc(C)c[n+](CC(=O)c2c(C)cc(C)c([N+](=O)[O-])c2C)c1	100	98	92	99	107	12	115	0
Cc1ccc(S(=O)(=O)N(C)C[C@@H]2Oc3ccc(NS(C)(=O)=O)cc3CC(=O)N([C@H](C)CO)C[C@@H]2C)cc1	100	93	85	126	86	8	93	0
Cc1ccc(OC(C)C(=O)N(C)c2ccccc2)c([N+](=O)[O-])n1 (stereo unspecified)	96	100	111	105	107	2	93	13
CCc1cccc(Nc2cnn(C34C[C@@H]5C[C@@H](CC(CC(=O)O)(C5)C3)C4)c(=O)c2Cl)c1	96	97	100	99	95	-3	99	0
CCC1CCCCN1C(=O)c1ccc(OC2CCN(C(=O)CCOC)CC2)cc1 (stereo unspecified)	100	102	92	104	101	-10	98	0
CCCC(=O)Nc1nnc(-c2ccc3c(c2)OCCO3)o1	106	99	95	101	95	5	101	3
Cc1cc(C)cc(OCC(=O)Nc2cccc(S(=O)(=O)NC3=NCCC3)c2)c1	97	97	99	103	99	-32	100	0
CCC(O)(c1ccc(OC)cc1)C(CN1CCOCC1)c1ccccc1 (stereo unspecified)	97	98	99	106	101	10	113	9
Cc1ccc(/C=c2\sc3nc(-c4ccco4)nn3c2=O)o1	96	96	109	104	102	-13	120	28
CCOC(=O)c1ccc(NC(=O)CSc2nnc(NC(=O)c3ccc(S(=O)(=O)N4CCOCC4)cc3)s2)cc1	98	93	71	95	89	0	83	1
Cc1ccc(OCc2cc(C(=O)N3CCC(C(O)C(C)C)CC3)no2)cc1C (stereo unspecified)	94	95	90	92	95	4	95	3
O=C(OCCN1C(=O)c2cccc3c(N4CCOCC4)ccc(c23)C1=O)c1ccccc1Cl	98	85	96	101	78	-5	100	3
COCCCNC(=O)CN(c1cc(Cl)cc(Cl)c1)S(C)(=O)=O	104	111	107	92	111	-2	110	2
COC(=O)CN(c1cc(Cl)ccc1OC)S(=O)(=O)c1ccc(OC)c(OC)c1	108	108	104	93	112	-3	100	3
O=C(NCc1cccnc1)c1cc([N+](=O)[O-])ccc1N1CCOCC1	98	105	99	118	101	2	98	2
CCCCCN=CC1=C(O)CC(c2ccccc2)CC1=O (stereo unspecified)	102	108	113	103	106	1	119	3
O=C1CC(NNC(=O)c2cccc(F)c2)C(=O)N1 (stereo unspecified)	98	107	105	96	100	5	95	3
O=C1Cc2cccc3cccc1c23	101	98	76	126	111	27	106	0
COc1cccc(OC)c1OCCCNC1CCCC1	104	96	90	105	100	1	108	0
Cc1ccc(N(CC(O)COCc2ccco2)S(=O)(=O)c2ccc(C)cc2)cc1 (stereo unspecified)	99	100	98	91	104	-22	102	14
Cc1nnc(SCC(=O)N(C)C2CCS(=O)(=O)C2)n1Cc1ccccc1 (stereo unspecified)	27*[may fluoresce violet]	u	82[may fluoresce violet]	98	u	9	269*[may fluoresce violet]	0
CC1CCCN(C(=O)C2CCN(S(=O)(=O)c3cccc4nonc34)CC2)C1 (stereo unspecified)	100	102	94	109	101	-10	101	1
CCN1C(=O)[C@@H]2[C@H](C1=O)[C@@H]1C(=O)Nc3ccccc3C(=O)N1[C@@H]2c1cccc(Cl)c1	93	76	130	100	67	-1	90	1
CCN(CC)c1ccc([N+](=O)[O-])cc1C(=O)O	106	103	95	106	101	17	109	5
COc1cc(C(=O)Nc2ccc3c(c2)OCO3)ccc1-n1cnnn1	105	109	98	102	112	1	108	1
Cc1cc(C)nc(NS(=O)(=O)c2ccc(NC(=O)Nc3ccccc3)cc2)n1	95	101	93	100	103	5	96	1
COCCCNC(=O)c1c[nH]c2ccc(S(=O)(=O)N(C)c3ccccc3C)cc2c1=O	106	101	95	108	101	-19	100	2
C[C@H](NC(=O)N1CCn2c1nc1ccccc12)C(=O)NCC1CCCO1 (stereo partly specified)	105	108	99	112	107	3	103	0
COc1ccc(C)cc1NC(=O)C(C)N1CCOCC1 (stereo unspecified)	98	92	87	99	95	21	99	4
CCN(CC)S(=O)(=O)c1ccc(N2C(=O)Nc3ccccc3N2O)cc1	99	93	87	97	91	9	101	0
CCSc1nc2c(c(=O)[nH]1)C(c1ccc(C)cc1)C1=C(CCCC1=O)N2 (stereo unspecified)	95	95	95	94	102	-6	104	4
Cc1ccc(C(=O)NCc2nc3ccccc3[nH]2)o1	108	108	101	98	107	-11	113	0
CC(c1nnc(SCC(=O)c2c(N)n(C3CC3)c(=O)[nH]c2=O)n1-c1ccc(F)cc1)N(C)C (stereo unspecified)	97	105	99	118	102	10	106	0
COc1cccc(C(NC(=O)c2ccccc2F)NC(=O)c2ccccc2F)c1	95	98	96	100	99	-3	96	0
Cc1nnc(SCC(N)=O)n1CC1CCCO1 (stereo unspecified)	101	107	102	93	97	11	96	2
COCCCNC(=O)Cn1cc(/C=C(\C#N)C(=O)NC2CCCC2)c2ccccc21	102	68	94	100	102	11	106	0
COc1ccc(/C=C/C(=O)O)cc1S(=O)(=O)NCc1ccco1	111	117	106	97	112	-2	110	11
CC1(C)CC(=O)C(C=NCCN2CCN(C3CC(=O)N(c4cccc(Br)c4)C3=O)CC2)=C(O)C1 (stereo unspecified)	102	107	113	106	99	-4	108	0
COc1ccccc1OCC(=O)Nc1ccc(S(=O)(=O)N2CCN(C)CC2)cc1	99	106	100	96	104	2	98	0
O=C(COC(=O)c1ccc2c(c1)C(=O)N(Cc1ccncc1)C2=O)Nc1cccc2ccccc12	95	98	103	110	x	-3	98	0
CC(C)N1C/C(=C/c2ccsc2)C(=O)/C(=C/c2ccsc2)C1	109	95	93	114	98	7	97	19
CCOC(=O)c1c(CN(CC)CC)oc2ccc(OC)cc12	87	90	96	98	96	-6	95	0
FC(F)(F)COc1nc(OCC(F)(F)F)nc(N2CCN(c3ccccc3)CC2)n1	98	97	97	91	95	-16	96	1
Cc1cccc(C(=O)NCc2nnc(SCC(=O)NC3CCCC3)n2C)c1	107	103	99	113	106	-6	107	0
CCOC(=O)c1c(C)[nH]c(C(=O)OCC(=O)Nc2sccc2C(N)=O)c1C	102	101	101	113	94	-2	97	1
O=C(c1ccccc1)n1ccc(-c2cnc(-c3ccccc3)s2)n1	93	92	96	99	95	4	97	2
Cc1ccc(S(=O)(=O)N2CCCOC2CNC(=O)C(=O)NCc2ccco2)cc1 (stereo unspecified)	102	102	106	93	115	4	114	0
O=C(N/N=C/c1ccc(Br)s1)c1cccnc1	106	103	99	92	107	2	105	0
COc1ccc(N2CCN(C(=O)COC(=O)c3ccc(OC(F)F)cc3)CC2)cc1	99	93	102	75	93	18	87	0
Cc1cc2oc(=O)cc(-c3cc4ccccc4o3)c2cc1O	97	105	102	133	98	-7	97	0
Cc1ccccc1C(=O)Oc1ccc(Sc2ccc(O)cc2)cc1	98	88	111	93	83	17	97	3
COc1cc(-c2cc(C(=O)Nc3ccncc3)c3ccccc3n2)cc(OC)c1OC	97	97	101	107	96	13	107	2
C/C(N)=C(/C#N)C(=O)CSc1nnc(COc2ccccc2Cl)o1	98	101	98	103	90	12	93	2
CC1(C)CC(=O)C(C2=NC(C)(C)Cc3ccccc32)=C(O)C1	99	98	99	99	104	2	101	2

Structures above shown as hits in RPL19A TOR yeast:
SMILES,RPL19A TOR yeast,AGP1 TOR yeast,LAP4-GFP MLPCN,CIT2 TOR yeast,VLA-4 inh,MEP2 TOR yeast,GRK2 inh
Cc1nnc(SCC(=O)N(C)C2CCS(=O)(=O)C2)n1Cc1ccccc1 (stereo unspecified),27*[may fluoresce violet],u,82[may fluoresce violet],u,9,269*[may fluoresce violet],0

(listing goes on)
SMILES	RPL19A TOR yeast	AGP1 TOR yeast	LAP4-GFP MLPCN	CR mimetic SO	CIT2 TOR yeast	VLA-4 inh	MEP2 TOR yeast	GRK2 inh
Cc1cc(Cl)c(S(=O)(=O)NCc2ccncc2)cc1OCC(N)=O	107	110	113	103	105	-3	114	0
O=C1C2CC(O)CN2C(=S)N1Cc1ccccc1 (stereo unspecified)	103	106	108	90	98	11	98	0
O=C(NO)C1CC2C=CC1C2 (stereo unspecified)	105	100	105	98	103	13	104	5
CC1CCN(C(=O)c2cc3c(=O)n4ccccc4nc3s2)CC1	101	104	103	90	99	11	99	0
Nc1cc2ccncc2c2ccccc12	102	96	93	106	98	11	106	2
O=C(N=c1ccn(-c2nc3ccccc3nc2NS(=O)(=O)c2ccc(Cl)cc2)cc1)c1ccccc1Cl	102	103	105	96	93	-13	95	0
O=C(c1cccc(C(F)(F)F)c1)C1CCCN(C(=O)CCc2cnccn2)C1 (stereo unspecified)	98	100	97	95	x	7	97	3
CCC(CC)C(=O)Nc1ccc(C(=O)Nc2cc(C)on2)cc1	100	107	98	92	100	16	98	0
Cc1ccc(Nc2ccc(S(=O)(=O)N3CCOCC3)cc2[N+](=O)[O-])cc1C	91	89	94	121	88	8	104	0
CC(C)(C)Oc1ccccc1Nc1nc(NCCO)nc(N2CCCC2)n1	89	77	89	98	88	-5	84	0
CCCCn1c(N)c(N(CC(C)C)C(=O)c2oc3ccc(Br)cc3c2C)c(=O)[nH]c1=O	99	105	103	108	99	5	110	1
Cc1ccc(C)c(OCc2nnc(NC(=O)c3ccco3)s2)c1	108	101	107	93	102	10	103	1
CC1(C)N=C(C(=O)c2ccccc2)N(O)C1(C)O (stereo unspecified)	105	109	101	104	104	1	109	0
c1csc(CNCCN2CCOCC2)c1	105	98	100	158	93	2	106	0
COc1ccc(F)cc1COc1nc(C)nc2ccccc12	97	93	77	97	86	-3	100	0
Brc1ccc(-c2cn3c(n2)SCC3)cc1	103	104	124	92	104	13	101	3
COc1cccc(/C=N/Nc2nc(Nc3ccc([N+](=O)[O-])cc3)nc(N3CCCC3)n2)c1O	102	106	105	97	102	-3	108	2
CN(C)CCNC(=O)C1(O)c2cc(Br)ccc2NC(=O)N1c1ccc(Cl)cc1 (stereo unspecified)	103	99	104	100	99	5	113	3
Cc1ccc(S(=O)(=O)N2CCC(C(=O)N/N=C/c3ccncc3)CC2)cc1	103	111	107	71	107	23	99	4
CCN1CCN(c2nc(-c3ccccn3)nc3ccccc23)CC1	102	101	90	94	111	0	104	0
N/C(=N\N=C/c1ccc(F)cc1)N/N=C\c1ccc(F)cc1	104	97	92	94	105	-4	100	0
COc1ccccc1-n1c(C)c(C(=O)O)c2cc(OC)c3ccccc3c21	101	104	118	101	92	0	111	2
COCCN(C(=O)CC(C)(C)C)c1nnc(-c2cccnc2)s1	98	94	96	96	96	-8	101	0
COc1cc2[nH]c(=O)n(Cc3ccc(C(=O)NCC4CCCO4)cc3)c(=O)c2cc1OC (stereo unspecified)	99	101	100	104	97	2	97	3

Screens as filed in PubChem.
